# Screening results as filed in PubChem BioAssay.
# SIAH1 antagonists – Siah-1 peptide-binding antagonists, primary screen, biochemical, fluorescence polarization, rhodamine-plectin, uHTS (AID 1817) | Siah-1 / rhodamine-plectin peptide fluorescence polarization; higher % means a stronger effect | one-dose displacement, % at 20 µM; IC50 in µM for titrated hits | 290,000 tested, 0.02% active;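 active = displacement of at least 50% at 20 µM, with a fluorescence ratio check between 0.3 and a set limit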;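 also: plate controls were Siah plus tracer with DMSO for no effect and tracer alone without Siah for full effect; strong numbers were not always called active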
# TNAP activation fold – human TNAP enzyme activators, primary screen, biochemical, luminescent, no phosphate acceptor, uHTS (AID 1001); activation fold at 20 µM; hits with a dose series show EC50 in µM; purified TNAP, luminescent activation assay, no phosphate acceptor; higher activation fold means a stronger effect; 200,000 tested, 0.03% active; in the data active = activation fold from about 3, or a potency from the dose series; inactive = the rest, 99 in 100 with activation fold below about 1.6; also: many of its hits are not listed in these tables
# P. falciparum M1AAP – malaria alanyl aminopeptidase activity blockers – biochemical, fluorogenic H-Leu-NHMec substrate, 1536-well (AID 1445); recombinant M1AAP, H-Leu-NHMec fluorogenic kinetic assay; higher % means a stronger effect; one-dose inhibition, % at 30 µM; IC50 in µM for titrated hits; 220,000 tested, 0.42% active;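 active = primary inhibition above the hit cutoff, then over 50% inhibition at one or more dose response concentrations, cut at about 23% in these data, passing the limit was not always enough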;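 also: plate controls were DMSO full reaction for no effect and no enzyme background for full effect; strong numbers were not always called active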
# human PMI inhibitors – human PMI inhibitors, high substrate, primary screen, biochemical, fluorescence intensity, high mannose 6-phosphate (AID 1220). recombinant PMI enzyme, coupled fluorescence intensity; higher % means a stronger effect. inhibition, % at 20 µM, or IC50 in µM where a hit was titrated. 190,000 tested, 0.66% active
# UTI89 phage lysis – protection from phage-mediated lysis, alamar blue read-out – E. coli UTI89, K1F phage, bacterial capsule biogenesis inhibitors (AID 488966); 340,000 tested, 0.02% active; inhibition, % at 100 µM, or IC50 in µM where a hit was titrated; E. coli UTI89 K1F phage lysis, alamar blue, 2 h; higher % means a stronger effect;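 active = phage lysis inhibition, versus mean bacterial control, above a set limit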;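 also: capsule biogenesis inhibitors block K1F phage lysis so surviving cells raise fluorescence; higher fluorescence means more inhibition of phage lysis; actives were called in the ten point dose series up to 300 µM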
# XIAP displacement – XIAP antagonists, biochemical, IAP family, fluorescence polarization (AID 1018) | 200,000 tested, 0.007% active | displacement, % at 20 µM, or IC50 in µM where a hit was titrated | XIAP BIR domain, fluorescence polarization peptide displacement; higher % means a stronger effect; in the data active = displacement above about 50%; also: a part of the inactive calls stands beside numbers as strong as those of hits
# P. falciparum M17LAP – P. falciparum M17LAP inhibitors, primary screen, biochemical, fluorogenic H-Leu-NHMec substrate, 1536-well (AID 1619). recombinant M17LAP, H-Leu-NHMec fluorogenic kinetic assay; higher % means a stronger effect. 220,000 tested, 0.38% active. inhibition, % at 30 µM; hits with a dose series show IC50 in µM;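 active = compound inhibiting the enzyme by more than half at any dose during confirmatory dose-response retesting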;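 also: plate controls were full reaction with DMSO carrier for no effect and no enzyme background for full effect; strong numbers were not always called active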
# Hep lipid drop – hepatic lipid droplet formation modulation. inhibition, % at 6.5 µM. AML12 mouse hepatocytes, oleate lipid droplets, BODIPY imaging. AID 1656. 240,000 tested, 0.4% active;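 active = lipid droplet intensity inhibited by at least 50%, with more than 500 cells counted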
#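 Test system: AML12 mouse liver cells; schedule: overnight exposure; technique: high-content imaging of BODIPY-stained droplets and DAPI nuclei; read-out: % inhibition of corrected integrated BODIPY droplet signal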
# PMI inhibitors – inhibitors of human PMI, primary screen, biochemical, fluorescence intensity, coupled assay (AID 1209); purified PMI enzyme, coupled fluorescence intensity; higher % means a stronger effect; inhibition, % at 20 µM; hits with a dose series show IC50 in µM; 190,000 tested, 0.42% active;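 also: plate controls were DMSO vehicle for no effect and wells lacking substrate for full effect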
# Hep lipid drop cells 6.5 µM – second read-out of Hep lipid drop, no call of its own (marks repeat the call); cell count; measured here: cell count, cytotoxicity flag;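 cells counted across two imaged fields per well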
# Numbers without * were called inactive; x = not tested or not shown; [ ] = remark or other dose. Rule as the data show it, unless noted: active = inhibition above about 50%; inactive = the rest.
SMILES,SIAH1 antagonists,TNAP activation fold,P. falciparum M1AAP,human PMI inhibitors,UTI89 phage lysis,XIAP displacement,P. falciparum M17LAP,Hep lipid drop,Hep lipid drop cells 6.5 µM,PMI inhibitors
Cc1cc(C)c(S(=O)(=O)NCC2CCC(C(=O)NCc3ccccn3)CC2)c(C)c1 (stereo not given),-1.3%,1,-2.3%,5.9%,0.7%,-3.4%,-3.1%,-11.0,700,13.0%
Cc1nc(NC(N)=S)sc1C(=O)Nc1ccccc1,0.1%,0.9,11.0%,-7.1%,0.0%,-6.8%,-19.8%,x,x,-8.2%
CNc1nc(-c2ccc(OC)cc2)c(-c2ccc(OC)cc2)s1,-1.7%,1,7.3%,6.4%,0.2%,-4.7%,5.3%,5.7,672,5.4%
CCOC(=O)c1ccc(NC(=O)NCc2ccn(CC)n2)cc1,13.3%,1.1,-4.4%,-9.4%,0.1%,-2.0%,0.4%,0.5,705,-6.6%
CC1CCN(c2ccccc2NC(=O)c2ccc(F)cc2)CC1,-2.2%,1.2,-7.7%,8.1%,0.4%,-3.8%,-6.3%,12.2,775,9.6%
CCCCn1c(SCC(=O)Nc2nnc(C)s2)nnc1-c1ccncc1,-3.4%,1.1,2.0%,2.4%,-0.5%,1.0%,3.2%,8.1,693,-0.1%
Cc1c(/C=N/NC(=O)c2cccnc2)c2ccccc2n1Cc1ccccc1,-10.5%,0.9,4.0%,-10.5%,x,-5.4%,-0.7%,-14.6,769,-17.7%
CC(=NCCCN(C)C)C1=C(O)c2ccccc2C1=O,-2.0%,1.1,7.0%,6.4%,-0.9%,-2.4%,14.5%,-15.1,748,8.6%
C1CCC2(CC1)C1=C(CCCC1)Nc1nnnn12,-0.5%,0.9,4.8%,13.3%,-0.4%,-2.0%,12.1%,x,x,0.0%
Cc1cc2nc(-c3cccnc3SCC(=O)NC3CC3)[nH]c2cc1C,-1.5%,1,4.0%,-2.5%,x,-7.1%,-4.8%,0.8,669,-0.2%
COc1ccc(-c2nnc3sc(-c4ccccc4OC)nn23)cc1,12.8%,1,x,-0.1%,0.1%,0.8%,x,x,x,1.6%
Cc1cccc(NCC(=O)c2c(N)n(C)c(=O)n(C)c2=O)c1C,-0.5%,1,9.4%,59.0%*,0.5%,-4.5%,-0.3%,-1.8,720,14.8%
CCC(C)[C@@H](N)C(=O)N/N=C/c1cccc2nccnc12 (stereo not given in full),-1.4%,x,1.3%,x,x,x,6.5%,14.7,713,x
Cc1cc(=O)n2c(n1)NC(=NCc1ccccc1)NC2c1ccccc1 (stereo not given),0.1%,x,-2.0%,x,x,x,11.7%,-52.8,494,x
COc1ccc(S(N)(=O)=O)cc1C(=O)N1CCCC1,1.6%,1,-2.1%,-1.8%,0.1%,-0.7%,-5.2%,10.2,690,1.7%
Cc1ccc(NC(=O)N2Cc3ccccc3CC2C(=O)NC(C)(C)C)cc1 (stereo not given),-2.1%,1,3.9%,-2.2%,0.4%,-4.6%,15.2%,x,x,-15.0%
Cc1ccc(-c2noc(CSc3nnc(-c4ccccc4)n3C)n2)cc1,5.8%,1.1,-0.1%,1.6%,7.9%,-8.5%,8.9%,20.9,742,1.6%
O=C(NCCc1ccccc1)C1CCCN(C(=O)NC2CCCCC2)C1 (stereo not given),-0.8%,1.1,28.2%*,2.3%,-0.5%,-4.7%,12.8%,x,x,-17.0%
COc1cc(C(=O)Nc2ccc3c(c2)N(C(=O)CCN(C)C)c2ccccc2CC3)cc(OC)c1OC,-0.3%,1.1,0.9%,2.2%,-2.0%,-8.3%,8.4%,-8.9,694,5.0%
CCO[C@@H]1OC(C(=O)NCc2ccccc2)=C[C@H](c2ccccc2)[C@H]1CCCO,-2.1%,1,-2.5%,6.2%,0.2%,-1.7%,-4.8%,-1.7,680,13.1%
COCCCn1c2nc3ccccc3nc2c2c(=O)n(Cc3ccccc3Cl)cnc21,10.8%,1.1,x,0.5%,x,-1.3%,x,x,x,1.2%
O=C(COC(=O)C1CCCCC1)Nc1ccc([N+](=O)[O-])cc1,-6.5%,1.1,4.1%,4.1%,0.7%,-9.3%,-3.4%,4.8,705,3.8%
O=C(COC(=O)c1ccccc1)NCc1ccco1,16.9%,1.2,19.9%,5.0%,-0.3%,-0.4%,4.1%,x,x,-8.3%
Cc1onc(-c2ccccc2Cl)c1C(=O)N1CC(C)OC(C)C1 (stereo not given),-1.7%,1.1,2.1%,13.3%,1.2%,-5.2%,-6.6%,-14.1,773,11.6%
COc1cc(C(=O)NCc2ccc3c(c2)cc(C)n3C)cc(OC)c1OC,4.9%,1.2,7.4%,9.5%,-0.9%,-3.8%,-7.7%,-12.4,611,0.6%
O=C(COC(=O)c1cnccn1)c1ccccc1,0.8%,1.1,3.4%,3.5%,1.5%,-1.8%,-8.7%,-9.9,731,7.4%
COc1ccc(S(=O)(=O)N[C@@H](CC(C)C)C(=O)O)cc1,2.2%,1.1,2.3%,8.2%,0.5%,-4.3%,10.3%,x,x,9.2%
CCCCNC(=S)N(Cc1c(C)noc1C)c1ccccc1,-9.3%,1.1,-3.9%,2.4%,2.7%,-5.4%,1.1%,3.8,470,12.3%
CC(C)(C)SCCNS(=O)(=O)c1ccc(C#N)cc1,13.1%,x,4.8%,x,-1.6%,x,-3.4%,25.1,714,x
O=C(NCc1ccc(F)cc1)C1CCCN(S(=O)(=O)c2cccc3nsnc23)C1 (stereo not given),-2.8%,1,11.3%,2.1%,0.2%,-15.3%,-1.8%,-0.6,785,8.1%
Cc1cc(C(=O)Nc2c(C)cccc2C)n(-c2ccccc2)n1,0.0%,1.1,-7.0%,-7.1%,0.0%,-2.7%,2.0%,x,x,-2.4%
COc1ccc(CN2C(=O)C(O)(CC(=O)c3c(C)n[nH]c3C)c3ccccc32)cc1OC (stereo not given),9.4%,1.1,7.9%,15.8%,-0.2%,-1.8%,0.1%,-2.0,776,15.2%
C#CCOCCOCCOCCNc1nc(N2CCN(C(=O)[C@H](CCCCN)n3cc(C(N)[C@H](C)CC)nn3)CC2)nc(N2CCN(C(=O)[C@H](CCC(=O)O)n3cc(C(N)[C@H](C)CC)nn3)CC2)n1 (stereo not given in full),1.8%,1.1,0.7%,-24.4%,0.4%,-7.3%,0.1%,11.4,757,3.1%
COc1ccc2c(C)c(Cc3ccccc3)c(=O)oc2c1OC,-2.7%,1,3.9%,0.1%,-0.4%,-0.2%,0.1%,11.5,671,0.7%
COc1ccc(-c2nc(C#N)c(NCC3CCCO3)o2)cc1 (stereo not given),-5.2%,1.1,6.0%,20.9%,0.4%,-2.1%,-44.4%,-7.0,672,17.1%
CCOc1ccc(Cc2c(Cl)nc(SC)nc2N(C)C)cc1,5.2%,1,-0.9%,6.5%,4.8%,-3.1%,-7.9%,1.3,656,19.6%
O=C(Nc1ccc(C(O)(C(F)(F)F)C(F)(F)F)cc1)c1ccc(Cl)c([N+](=O)[O-])c1,-0.5%,1,5.4%,17.2%,-3.1%,-11.4%,9.4%,22.0,647,28.8%
COc1cc(C(=O)N(CCc2ccccc2)C2CC3CCC(C2)N3C)cc(OC)c1OC (stereo not given),0.2%,1.1,-2.5%,3.1%,4.6%,-5.8%,-3.4%,1.4,790,19.9%
CCOc1ccc(NC(=O)C2CSC(c3ccncc3)=N2)cc1 (stereo not given),1.2%,1.1,5.5%,4.3%,7.0%,-20.5%,5.2%,3.9,749,5.8%
COC(=O)C1CCN(c2ccc(C(N)=O)cc2[N+](=O)[O-])CC1,0.0%,1,5.4%,5.8%,4.8%,-3.1%,11.0%,31.3,653,9.5%
CNS(=O)(=O)c1ccc(N2CCCC2=O)c([N+](=O)[O-])c1,1.2%,1,6.9%,0.7%,1.5%[50 µM],-5.1%,2.4%,-2.2,706,11.9%
CCS(=O)(=O)N1CCC(NC(=O)c2cc(OC)cc(OC)c2)CC1,4.2%,1.2,-4.8%,-7.8%,0.5%,-15.0%,0.3%,12.2,727,0.2%
Cc1nnc(NC(=O)c2nn(CC(C)C)c(=O)c3ccccc23)s1,-2.5%,1.1,2.4%,-15.8%,-0.1%,-1.4%,1.1%,1.8,729,-15.4%
CC(CCCC(C)(C)O)NCCO (stereo not given),1.0%,1.1,x,12.7%,0.3%,-1.9%,x,x,x,11.4%
Cc1ccccc1NC(=O)CC1(c2ccc(N(C)C)cc2)C(=O)c2ccccc2C1=O,-2.3%,1,3.2%,16.2%,-0.2%,-6.1%,-3.4%,x,x,10.9%
CC1=C(C(=O)OC(C)C)C(c2cccc([N+](=O)[O-])c2)n2c(cc(=O)[nH]c2=S)N1 (stereo not given),-1.1%,1,6.1%,10.3%,1.1%[50 µM],-3.1%,39.8%,-0.5,710,1.9%
S=c1[nH]nc(-c2cccnc2)n1/N=C/c1cccs1,-1.6%,1,8.3%,-1.2%,0.1%,-4.5%,-1.7%,x,x,2.1%
CCc1[nH]c(=O)c(C#N)c2c1CSC(C)(C)C2,-1.4%,1.1,10.3%,-5.8%,1.1%,-5.2%,-17.1%,22.4,675,-7.4%

# Whole records, looked up by structure. Order of values: SIAH1 antagonists	TNAP activation fold	P. falciparum M1AAP	human PMI inhibitors	UTI89 phage lysis	XIAP displacement	P. falciparum M17LAP	Hep lipid drop	Hep lipid drop cells 6.5 µM	PMI inhibitors
# Record of CCS(=O)(=O)N1CCC(NC(=O)c2cc(OC)cc(OC)c2)CC1 : 4.2%	1.2	-4.8%	-7.8%	0.5%	-15.0%	0.3%	12.2	727	0.2%
# Record of Cc1ccccc1NC(=O)CC1(c2ccc(N(C)C)cc2)C(=O)c2ccccc2C1=O : -2.3%	1	3.2%	16.2%	-0.2%	-6.1%	-3.4%	x	x	10.9%
# Record of CC1=C(C(=O)OC(C)C)C(c2cccc([N+](=O)[O-])c2)n2c(cc(=O)[nH]c2=S)N1 (stereo not given) : -1.1%	1	6.1%	10.3%	1.1%[50 µM]	-3.1%	39.8%	-0.5	710	1.9%
# Record of Cc1nnc(NC(=O)c2nn(CC(C)C)c(=O)c3ccccc23)s1 : -2.5%	1.1	2.4%	-15.8%	-0.1%	-1.4%	1.1%	1.8	729	-15.4%
# Record of COC(=O)C1CCN(c2ccc(C(N)=O)cc2[N+](=O)[O-])CC1 : 0.0%	1	5.4%	5.8%	4.8%	-3.1%	11.0%	31.3	653	9.5%
